pCIP destab – p/CIP protein destabilization; Q05BA5; F442A p/CIP-EGFP cells, EGFP fluorescence, 16 h; decrease of EGFP signal, % at 10 µM; 0.01% of 290,000 active; AID 1984;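 active = EGFP signal decrease of at least 30% at 10 µM or well 3 SD below plate mean, unless failing retest; inactive = the rest, including hits failing retest or dose response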; note: some compounds called inactive have numbers as strong as hits; many of its hits are not listed in these tables
IDE cell inh – inhibits human insulin-degrading enzyme in HEK cells. P14735. FAbetaB cleavage, fluorescence polarization. inhibition, % at 5.59 µM. 0.41% of 320,000 active. AID 434962;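 active = percent inhibition above the average of all tested compounds plus 3 SD, set per screening campaign, cut at about 16% in these data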;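 note: IDE supplied by intact live HEK cells; FP after avidin binding of uncleaved biotin substrate so inhibition keeps polarization high; 0% = DMSO wells and 100% = 60 µM reference IDE inhibitor Ii1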
IDE cell activ – IDE (human) activation, cell-based; P14735; HEK cells, FAbeta-B cleavage, fluorescence polarization; 0% vehicle, 100% cell-free pure enzyme wells; activation, % at 5.96 µM; 0.073% of 340,000 active; AID 493087;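 active = activation above the mean of all tested compounds plus 3 SD, set per screening campaign, cut at about 17% in these data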
VIM-2 inhibitor – blocks Pseudomonas aeruginosa VIM-2 metallo-beta-lactamase | 0.89% of 290,000 active | AID 1527 | purified VIM-2, nitrocefin hydrolysis, epi-absorbance fluorescence | inhibition, % at 5.6 µM;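 active = inhibition above the mean of all tested compounds plus 3 SD, cutoff set per screening run, cut at about 7.5% in these data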;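 note: red hydrolysis product quenches plate fluorescence so inhibitors raise well fluorescence; 0% = enzyme with DMSO and 100% = DMSO without enzyme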
SUMO HTRF inh – blocks human SUMOylation mediated by UBC9. inhibition, % at 35 µM. 0.36% of 290,000 active. HTRF SUMOylation assay, SAE1/SAE2 + UBC9, in vitro. P63279; in the data active = inhibition above about 50%, passing the limit was not always enough; note: strong numbers were not always called active
Target sequence (P63279 whole entry, looked up): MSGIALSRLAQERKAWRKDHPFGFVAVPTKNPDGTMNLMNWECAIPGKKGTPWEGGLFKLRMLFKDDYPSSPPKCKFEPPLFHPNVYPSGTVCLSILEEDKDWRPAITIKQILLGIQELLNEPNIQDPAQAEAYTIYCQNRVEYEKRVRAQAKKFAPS
IMP-1 inh – inhibitors of Pseudomonas aeruginosa IMP-1 metallo-beta-lactamase; purified IMP-1, nitrocefin hydrolysis, epi-absorbance fluorescence; inhibition, % at 5.6 µM; 0.45% of 290,000 active; AID 1556;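 active = inhibition above the mean plus 3 SD of all compounds in the same screening run, cut at about 4.5% in these data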;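 note: 0% = IMP-1 with DMSO and 100% = DMSO wells lacking enzyme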
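Test system: recombinant IMP-1 enzyme, purified / Medium: HEPES buffer pH 7.1 with ZnSO4 and Brij 35 / Doses: single dose, 5.6 µM / Times: 25 °C, 15 min preincubation, 25 min reaction / Detection: Epi-absorbance via hydrolysed-nitrocefin quenching of white-plate fluorescence, 480/530 nm, EDTA stop / Evaluation: percent inhibition from optical density relative to buffer-blank wells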
GalR3 antagonist – blocks the human galanin receptor 3 | O60755 | HEK293 GalR3-CNG cAMP membrane potential fluorescence; galR3 body fused to GalR1 C-terminus | inhibition, % at 3 µM | 0.44% of 360,000 active | AID 651719;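 active = inhibition above the screen-wide average plus 3 SD, cut at about 13% in these data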;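 note: forskolin and galanin both at EC90 stimulate the cells; cAMP rise reported by CNG channel membrane potential dye signal; 0% = forskolin plus galanin with DMSO and 100% = forskolin alone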
Target sequence (O60755 1-299 limits assumed): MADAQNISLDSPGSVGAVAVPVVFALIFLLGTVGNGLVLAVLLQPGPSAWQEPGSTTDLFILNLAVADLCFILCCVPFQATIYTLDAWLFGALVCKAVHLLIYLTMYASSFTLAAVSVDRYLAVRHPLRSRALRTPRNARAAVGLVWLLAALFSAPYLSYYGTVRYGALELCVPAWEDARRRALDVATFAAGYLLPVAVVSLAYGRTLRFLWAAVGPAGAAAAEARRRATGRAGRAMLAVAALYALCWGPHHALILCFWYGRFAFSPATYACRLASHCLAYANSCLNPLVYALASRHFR
NS3 helicase inh – HCV NS3 helicase inhibition | inhibition, % at 10.9 µM | NS3 helicase DNA unwinding, Cy5 molecular beacon fluorescence | 0.56% of 290,000 active;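 active = inhibition above the mean of all tested compounds plus 3 SD, set per campaign, cut at about 35% in these data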;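 note: 0% = DMSO wells and 100% = thioflavine S control wells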
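Assay system: hepatitis C virus NS3 helicase domain fragment enzyme. Also added: annealed dual-labelled DNA beacon duplex, ATP-started. Timing: 1 h reaction at 25 °C, ATP-initiated. Technique: Cy5 fluorescence at 0 and 60 min, beacon hairpin quenching. Evaluation: % inhibition of unwinding. Replication: one well per compound.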
CRFBP-R2 block – CRF-BP/CRF-R2 complex antagonism; inhibition, % at 11.8 µM; HEK293 CRF-R2/CRF-BP, CRF-induced calcium fluorescence; 0.59% of 350,000 active;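 active = inhibition of the ligand-induced calcium signal above about 50% at the single tested concentration, limit read from the data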
* marks the source's active call; other numbers are inactive results.

O=C(NCCc1nc2ccccc2[nH]1)/C(=C/c1ccco1)NC(=O)c1ccco1 was read as pCIP destab -27, IDE cell inh -2, IDE cell activ 2, VIM-2 inhibitor -0.9, SUMO HTRF inh 11, IMP-1 inh -2.6, GalR3 antagonist -2, NS3 helicase inh -8 and CRFBP-R2 block 1.
Screening O=C(Cn1cc([N+](=O)[O-])cn1)NCc1ccc(-n2cccn2)cc1 returned pCIP destab -2, IDE cell inh 0, IDE cell activ -2, VIM-2 inhibitor -5.2, SUMO HTRF inh 18, IMP-1 inh -1.6, GalR3 antagonist -2, NS3 helicase inh 2 and CRFBP-R2 block -4.
Screening COc1cc(C(C)=O)ccc1OCC(O)CN1CCN(c2cc(C)cc(C)c2)CC1 (stereo not given) returned pCIP destab -9, IDE cell inh 7, IDE cell activ 1, VIM-2 inhibitor -1.8, SUMO HTRF inh 15, IMP-1 inh -3.0, GalR3 antagonist -4, NS3 helicase inh -6 and CRFBP-R2 block 9.
Screening COc1cc2c(c(OC)c1OC)-c1ccc(OC)c(=O)cc1[C@@H](NC(C)=O)CC2 returned pCIP destab -16, IDE cell inh -2, IDE cell activ 9, VIM-2 inhibitor -0.5, SUMO HTRF inh -2, IMP-1 inh -0.5, NS3 helicase inh -18 and CRFBP-R2 block -4.
`Nc1nonc1C(=O)NCCNC(=O)c1cccs1` gave pCIP destab -7, IDE cell inh 1, IDE cell activ 3, VIM-2 inhibitor -1.7, SUMO HTRF inh -4, IMP-1 inh -3.5, GalR3 antagonist -8, NS3 helicase inh -5 and CRFBP-R2 block 16.
`O=C(CSc1ccc2nnc(-c3cccnc3)n2n1)Nc1ccc(F)cc1F` gave pCIP destab 1, IDE cell inh 3, IDE cell activ 2, VIM-2 inhibitor -0.3, SUMO HTRF inh 2, IMP-1 inh -0.9, GalR3 antagonist -2, NS3 helicase inh 8 and CRFBP-R2 block 17.
`Cc1ccccc1Nc1nc(N)nc(CSc2nnc(C)n2C)n1` gave pCIP destab 3, IDE cell inh 6, IDE cell activ 5, VIM-2 inhibitor 1.1, SUMO HTRF inh 3, IMP-1 inh -2.8, GalR3 antagonist -2, NS3 helicase inh -9 and CRFBP-R2 block -2.
O=C(Nc1cccnc1)C1CCN(S(=O)(=O)c2cccs2)CC1 was read as pCIP destab 18, IDE cell inh 3, IDE cell activ 2, VIM-2 inhibitor -0.1, SUMO HTRF inh 10, IMP-1 inh -1.2, GalR3 antagonist -4, NS3 helicase inh -3 and CRFBP-R2 block 8.
Screening COc1ccc(C(=O)/C=C/C(=O)N(Cc2ccccc2OC)C(C(=O)NC2CCCCC2)c2ccncc2)c(O)c1 (stereo not given) returned pCIP destab -6, IDE cell inh -5, IDE cell activ -2, VIM-2 inhibitor -3.1, SUMO HTRF inh -3, IMP-1 inh -0.4, GalR3 antagonist -7, NS3 helicase inh -6 and CRFBP-R2 block 4.
Screening CN(Cc1ccccc1)c1oc(COc2ccccc2F)nc1C#N returned pCIP destab 1, IDE cell inh -1, IDE cell activ 0, VIM-2 inhibitor -4.9, SUMO HTRF inh -22, IMP-1 inh -3.1, GalR3 antagonist -2, NS3 helicase inh -5 and CRFBP-R2 block 38.
Screening COc1ccc(NC(=O)CCCCC(=O)Nc2ccc(OC)cc2)cc1 returned pCIP destab -4, IDE cell inh 7, IDE cell activ 5, VIM-2 inhibitor 0.0, SUMO HTRF inh 0, IMP-1 inh -5.6, GalR3 antagonist -10, NS3 helicase inh -9 and CRFBP-R2 block 14.
Cc1nn(Cc2ccccc2)c(Cl)c1C(=O)NCCc1ccccc1 was read as pCIP destab 2, IDE cell inh 4, IDE cell activ 5, VIM-2 inhibitor -0.8, SUMO HTRF inh -8, IMP-1 inh -0.7, GalR3 antagonist -2, NS3 helicase inh 5 and CRFBP-R2 block 8.
`COc1ccc(NC(=O)C(CC(C)C)NS(=O)(=O)c2ccc3c(c2)CCN3C(C)=O)cc1OC` (stereo not given) gave pCIP destab 1, IDE cell inh -9, IDE cell activ 3, VIM-2 inhibitor -1.1, SUMO HTRF inh 8, IMP-1 inh -2.7, GalR3 antagonist 0, NS3 helicase inh 4 and CRFBP-R2 block 5.
Cc1nn2c(Nc3ccc(F)cc3)c3c(nc2c1-c1ccccc1)CCC3 was read as pCIP destab -12, IDE cell inh 1, IDE cell activ 5, VIM-2 inhibitor -2.4, SUMO HTRF inh 13, IMP-1 inh -4.7, GalR3 antagonist -7, NS3 helicase inh 4 and CRFBP-R2 block 11.
COc1ccc(/C=N/OCC(=O)N(Cc2ccc(OC)cc2)c2ccccc2C(=O)O)cc1 was read as pCIP destab 6, IDE cell inh -8, IDE cell activ -2, VIM-2 inhibitor -0.2, SUMO HTRF inh -14, IMP-1 inh -2.8, GalR3 antagonist -4, NS3 helicase inh 24 and CRFBP-R2 block -10.
For Cc1nccn1CCC1CCCCN1C(=O)CCc1nnc(-c2ccsc2)o1 (stereo not given) the results were pCIP destab -4, IDE cell inh 1, IDE cell activ -2, VIM-2 inhibitor -1.1, SUMO HTRF inh 26, IMP-1 inh -2.1, GalR3 antagonist -1, NS3 helicase inh -12 and CRFBP-R2 block 15.
`CN(Cc1cc2ccccc2[nH]c1=O)C(=O)c1cccs1` gave pCIP destab -18, IDE cell inh -5, IDE cell activ 2, VIM-2 inhibitor -1.9, SUMO HTRF inh 26, IMP-1 inh -2.6, GalR3 antagonist -1, NS3 helicase inh 0 and CRFBP-R2 block -23.
COc1ccc(CSc2nnc(-c3ccncc3)n2C)cc1F was read as pCIP destab -12, IDE cell inh 9, IDE cell activ -7, VIM-2 inhibitor -3.4, SUMO HTRF inh 6, IMP-1 inh -3.5, GalR3 antagonist -9, NS3 helicase inh -8 and CRFBP-R2 block -7.
Screening O=C(CCCSc1nc(-c2ccco2)cc(C(F)(F)F)n1)Nc1ccc2c(c1)OCO2 returned pCIP destab -17, IDE cell inh 3, IDE cell activ 7, VIM-2 inhibitor -1.4, SUMO HTRF inh -35, IMP-1 inh -0.8, GalR3 antagonist 0, NS3 helicase inh -5 and CRFBP-R2 block -1.
For CC1(C)c2[nH]c3ccccc3c2C[C@@H]2C(=O)N(c3cc(F)ccc3F)C(=O)N21 the results were IDE cell inh 3, IDE cell activ -1, GalR3 antagonist -3 and CRFBP-R2 block 2.
`O=C(NC1CCCCC1)c1n[nH]c2c1CC(c1ccccc1)CC2` (stereo not given) gave IDE cell inh 0, IDE cell activ 7, GalR3 antagonist -2 and CRFBP-R2 block -1.
Screening CCOC(=O)N1CCC(NC(=O)Cn2nc(-c3ccccc3)ccc2=O)CC1 returned pCIP destab 18, IDE cell inh 6, IDE cell activ 1, VIM-2 inhibitor -2.7, SUMO HTRF inh -22, IMP-1 inh -0.8, GalR3 antagonist -1, NS3 helicase inh -6 and CRFBP-R2 block -2.
Cc1cc2oc(=O)cc(CN3CCN(S(=O)(=O)c4cccs4)CC3)c2cc1C was read as pCIP destab -9, IDE cell inh -5, IDE cell activ 9, VIM-2 inhibitor -2.3, SUMO HTRF inh -2, IMP-1 inh -1.1, GalR3 antagonist 0, NS3 helicase inh -5 and CRFBP-R2 block -8.
`CCc1ccccc1NC(=O)c1cc2ncc(Br)cn2n1` gave pCIP destab 7, IDE cell inh -2, IDE cell activ 5, VIM-2 inhibitor -2.7, SUMO HTRF inh 6, IMP-1 inh -1.9, GalR3 antagonist -4, NS3 helicase inh 0 and CRFBP-R2 block -10.
For CCCn1cnc2c(=S)nc(N)[nH]c21 the results were pCIP destab 7, IDE cell inh -4, IDE cell activ -5, VIM-2 inhibitor -1.3, SUMO HTRF inh 5, IMP-1 inh -1.7, GalR3 antagonist -3, NS3 helicase inh 12 and CRFBP-R2 block 13.
Screening COc1ccc(CCNC/C=C/c2ccccc2)cc1 returned IDE cell inh -1, IDE cell activ 3, VIM-2 inhibitor 1.2, IMP-1 inh -0.8, GalR3 antagonist -13, NS3 helicase inh -28 and CRFBP-R2 block -5.
For COC(=O)C1CCN(CC(=O)N(C)c2c(N)n(Cc3ccccc3)c(=O)[nH]c2=O)CC1 the results were IDE cell inh -2, IDE cell activ 0, GalR3 antagonist -2 and CRFBP-R2 block 4.
For Cc1cccc(NC(=O)c2cc(NC(=O)C3CCCCC3C(=O)O)ccc2Cl)n1 (stereo not given) the results were pCIP destab -1, IDE cell inh 5, IDE cell activ 5, VIM-2 inhibitor 1.3, SUMO HTRF inh 22, IMP-1 inh -1.3, GalR3 antagonist 1, NS3 helicase inh -1 and CRFBP-R2 block 4.
`O=C(C1CCCCC1)N(Cc1ccccc1)c1ccccn1` gave pCIP destab -4, IDE cell inh 3, IDE cell activ 1, VIM-2 inhibitor -0.3, SUMO HTRF inh 16, IMP-1 inh -3.9, GalR3 antagonist -5, NS3 helicase inh -9 and CRFBP-R2 block 28.
`CN(Cc1ccccn1)Cc1nc(COc2ccccc2)no1` gave pCIP destab -24, IDE cell inh 2, IDE cell activ 0, VIM-2 inhibitor -2.2, SUMO HTRF inh 1, IMP-1 inh -2.0, GalR3 antagonist 3, NS3 helicase inh -5 and CRFBP-R2 block -12.
For O=C(NCc1nc2ccccc2[nH]1)C1=C[C@H](c2coc3ccccc3c2=O)C[C@H](OCc2ccc(CO)cc2)O1 the results were pCIP destab -8, IDE cell inh -1, IDE cell activ 3, SUMO HTRF inh -8, GalR3 antagonist 6 and CRFBP-R2 block 9.
`O=C(CSc1nc(-c2ccccc2)nn1C(=O)c1ccccc1)Nc1cccc([N+](=O)[O-])c1` gave pCIP destab -12, IDE cell inh -9, IDE cell activ 9, VIM-2 inhibitor -2.6, SUMO HTRF inh -2, IMP-1 inh -3.1, GalR3 antagonist -6, NS3 helicase inh 5 and CRFBP-R2 block 37.
Screening O=C(CC(Cc1ccccc1)C(=O)O)Nc1cccc(C(F)(F)F)c1 (stereo not given) returned pCIP destab 10, IDE cell inh 0, IDE cell activ 5, VIM-2 inhibitor -2.4, SUMO HTRF inh -9, IMP-1 inh 0.2, GalR3 antagonist -2, NS3 helicase inh 6 and CRFBP-R2 block -5.
Screening Cc1cccc(OCC(=O)N(C)c2c(N)n(Cc3ccccc3)c(=O)[nH]c2=O)c1C returned IDE cell inh 1, IDE cell activ 3, GalR3 antagonist -2 and CRFBP-R2 block 2.
O=C(NCCCN=C1NS(=O)(=O)c2ccccc21)c1ccc(Cl)cc1 was read as pCIP destab -13, IDE cell inh 3, IDE cell activ 0, VIM-2 inhibitor -0.8, SUMO HTRF inh 0, IMP-1 inh -1.9, GalR3 antagonist -3, NS3 helicase inh -1 and CRFBP-R2 block 8.

Assay outcomes as filed in PubChem.
